# D2 PAM: positively modulates the human D2 dopamine receptor allosterically; P14416; HEK293 T-REx D2, calcium flux, EC20 dopamine potentiation; potentiation, % at 10 µM; 340,000 compounds, 0.34% hits; AID 485347;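 active means potentiation over 3 SD above the plate norm, cut at about 30% in these data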; further: 0% is about no effect
#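 Tetracycline-induced Hek293 Trex D2 cells, force-coupled to calcium, loaded with no-wash calcium dye. Compound added with 180 s kinetic read for agonism, then EC20 dopamine and a further 180 s read for potentiation.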
# D1 agonist: agonists of human D1 dopamine receptor; P21728; HEK293 T-REx D1 cells, calcium flux, agonist mode; activation, % at 2 µM; 360,000 compounds, 1% hits; AID 504660; further: 0% is about no effect
#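 Agonism was scored from calcium flux recorded over 180 s (1 read/s) after pintool compound addition, following a 10-cycle baseline. Cells were inducible force-coupled HEK293 TREx D1, plated overnight at 30 C and loaded with no-wash calcium dye.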
# D1 antagonist: human D1 dopamine receptor antagonism. AID 504652. activity change, negative = inhibition, % at 10 µM. P21728. HEK293 TREx D1 cells, calcium flux, dopamine EC80; active compounds read low. 360,000 compounds, 3.2% hits; in the data active means activity change below about -30%; further: on the % scale 0 is the no-effect control and ±100 the full control effect
#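 Kinetic fluorescence of a calcium dye serves as the read-out. D1-expressing Hek293 Trex cells, induced overnight at 30 C, are exposed to compound for 180 s before an EC80 dopamine addition, then read 180 s further.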
# TRHR ag: agonists of human TRH receptor; TRHR cells, calcium flux fluo-8, FDSS agonist mode; P34981; activation, % at 2 µM; 360,000 compounds, 0.18% hits; further: 0% is about no effect
#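 Fluo-8-loaded TRHR cells; 10 s baseline, compound added, kinetic Ca2+ fluorescence read 1/s, agonist mode.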
# TRHR PAM: TRH receptor (human) allosteric enhancement; P34981; TRHR cells, fluo-8 calcium fluorescence, EC20 TRH enhancement; enhancement, % at 2 µM; 360,000 compounds, 0.66% hits; in the data active means enhancement above about 30%; further: 0% is about no effect
#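 TRHR-expressing cells loaded with fluo-8 calcium dye were read kinetically (ex 480/em 530) during compound addition, then stimulated with an EC20 of TRH (10 nM final). Enhancement of the Gq-mediated intracellular calcium response was scored.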
# D2 antag: antagonizes the human D2 dopamine receptor; HEK293 TREx D2 cells, calcium flux, dopamine EC80; P14416; inhibition, % at 10 µM; 340,000 compounds, 2% hits; AID 485344; in the data active means inhibition above about 30%; further: 0% is about no effect
#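 Compounds are added to dye-loaded, induced HEK293 T-REx cells coupled to calcium release via D2; after a 3 min kinetic read an EC80 dopamine stimulus is given and fluorescence is recorded for 3 more min.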
# RXFP1 antagonist: RXFP1 (human) relaxin receptor antagonism; Q9HBX9; HEK293-RXFP1, relaxin-stimulated cAMP HTRF, 30 min; active compounds read low; activity change, negative = inhibition, % at 57.5 µM; 350,000 compounds, 0.59% hits; AID 1259400;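 active means activity change of -60% or lower, but not beyond a set lower limit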; further: on the % scale 0 is the no-effect control and ±100 the full control effect
# Target sequence (Q9HBX9 whole entry, looked up): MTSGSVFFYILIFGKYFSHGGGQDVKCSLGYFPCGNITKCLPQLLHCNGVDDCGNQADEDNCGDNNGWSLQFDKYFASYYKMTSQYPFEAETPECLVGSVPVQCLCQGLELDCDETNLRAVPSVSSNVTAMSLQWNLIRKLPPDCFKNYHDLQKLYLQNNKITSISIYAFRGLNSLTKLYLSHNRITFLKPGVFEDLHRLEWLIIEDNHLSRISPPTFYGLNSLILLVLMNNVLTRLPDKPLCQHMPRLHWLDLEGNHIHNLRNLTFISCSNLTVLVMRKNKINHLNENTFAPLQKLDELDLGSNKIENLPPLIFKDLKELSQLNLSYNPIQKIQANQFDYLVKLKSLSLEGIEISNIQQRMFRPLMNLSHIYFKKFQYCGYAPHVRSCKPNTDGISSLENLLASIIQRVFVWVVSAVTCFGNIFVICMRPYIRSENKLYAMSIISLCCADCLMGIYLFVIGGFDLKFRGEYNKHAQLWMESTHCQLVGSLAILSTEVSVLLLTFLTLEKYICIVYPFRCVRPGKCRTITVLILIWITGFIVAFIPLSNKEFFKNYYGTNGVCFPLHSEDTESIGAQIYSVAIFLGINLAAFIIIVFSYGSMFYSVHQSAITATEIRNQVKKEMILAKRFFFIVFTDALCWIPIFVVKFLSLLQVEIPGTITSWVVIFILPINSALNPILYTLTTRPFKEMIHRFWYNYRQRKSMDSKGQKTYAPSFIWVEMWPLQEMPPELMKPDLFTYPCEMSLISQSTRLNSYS
# D2 ag: D2 dopamine receptor (human) agonism | P14416 | HEK293 T-REx D2 cells, calcium flux agonist mode | activation, % at 2 µM | 340,000 compounds, 0.53% hits | AID 485358;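 active means activation over 3 SD above normal in the single-dose calcium agonist read, cut at about 30% in these data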; further: 0% is about no effect
#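 Agonism scored from kinetic calcium signal (1 read/sec, 180 s) following compound pin transfer, after a 10 s baseline. Cells: HEK293 Trex line expressing inducible D2 receptor coupled to calcium, dye-loaded after overnight culture at 30 C.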
# D1 PAM: human D1 dopamine receptor positive modulation. AID 504651. P21728. 360,000 compounds, 0.036% hits. potentiation, % at 10 µM. HEK293 TREx D1 cells, calcium flux, dopamine EC20 potentiation; in the data active means potentiation above about 30%; further: 0% is about no effect
# Active calls of the source: *; nt = no result given. Unless noted, no stated cut-off is given here; in the data, active means activation above about 30%; inactive means the rest. An unsorted share of the library, and some 7.1% of all compounds hit somewhere here.
SMILES,D2 PAM,D1 agonist,D1 antagonist,TRHR ag,TRHR PAM,D2 antag,RXFP1 antagonist,D2 ag,D1 PAM
Cc1ccnc(SCCn2c(N3CCC(C)CC3)nc3c2c(=O)[nH]c(=O)n3C)n1,5,2,-20,-0.1,2,9,1,1.0,nt
N#Cc1ccc(NC(=O)COC(=O)CNC(=O)C2CCCCC2)cc1,13,3,-18,-0.3,5,-8,-6,0.6,13
N#Cc1cc2c(nc1SCC(=O)Nc1nccs1)CCCCC2,-9,-1,-16,0.1,-7,-2,10,-0.8,-4
Cc1cc(C)nc(-n2nc(C)cc2NC(=O)CNCc2ccccc2)n1,10,2,-8,0.2,6,-8,-4,0.1,-6
O=C(CC1Sc2ncnn2C1=O)Nc1ccccc1 (stereo not drawn),19,1,1,-0.6,30*,-10,-2,0.6,-2
CCOC(=O)c1c(C)[nH]c(C)c1S(=O)(=O)NC1CCN(C(=O)OCC)CC1,-17,2,-12,-0.2,-1,-7,-3,0.1,-6
CCOC(=O)C1CCCN(CC(O)COc2cccc(C)c2)C1 (stereo not drawn),-2,12,-2,-0.6,1,-12,8,-0.8,-4
C/C(=N/NC(=O)c1ccc(Br)o1)C(C)C,3,5,-2,-0.2,-5,-5,nt,-3.6,0
Cc1cccc(CSCC(=O)NCc2ccc(S(N)(=O)=O)cc2)c1,4,2,-12,1.6,4,-1,-8,1.8,-1
O=C1CSC(=NC(=O)c2ccccc2)N1,-5,2,15,0.1,10,24,-14,-0.5,0
Cc1ccc(OCCC(=O)OCC(=O)Nc2ccccc2)cc1,-3,2,7,-0.2,-5,-4,7,-0.1,-3
COc1ccc(-n2nc3c(c2NC(=O)COc2ccccc2)CS(=O)C3)cc1 (stereo not drawn),-3,2,-19,0.0,-4,-22,-1,0.8,-11
O=Cc1cc(-c2ccccc2)[nH]c1-c1ccccc1,-2,2,-8,-0.3,-6,5,-3,2.0,9
COc1ccc(CNC(=O)C(c2ccc(C)o2)N(C(=O)c2snc(C(N)=O)c2N)c2ccccc2OC)cc1 (stereo not drawn),-4,6,2,1.9,2,-1,-18,3.9,2
O=C(CCSCc1cnn(-c2ccccc2)c1-n1cccc1)NCc1ccccc1Cl,-25,-1,-1,-0.4,11,nt,12,-1.7,-2
O=C(CSc1nc2cc(S(=O)(=O)N3CCOCC3)ccc2o1)NC1CCCc2ccccc21 (stereo not drawn),6,6,18,-0.4,3,-5,-11,-2.3,-5
COc1ccc(OC)c(CNC(=O)Nc2cn(CC(C)C)c(=O)c3ccccc23)c1,nt,-1,1,-1.2,-17,nt,nt,-2.5,0
Cc1ccc(S(=O)(=O)N[C@@H](CC(C)C)C(=O)N2CCC(C(=O)N[C@@H](Cc3ccccc3)C(=O)O)CC2)cc1,5,6,0,0.2,-3,14,nt,0.2,0
CCN(CC)CCCn1c2c(c(SCC(=O)Nc3ccc(C)c(F)c3)nc1=O)CCC2,-14,3,-6,0.5,18,17,-8,0.2,-5
CN(CC(=O)NCc1ccco1)S(=O)(=O)c1ccc2c(c1)n(C)c(=O)c(=O)n2C,nt,1,12,1.8,0,-9,35,1.5,-1
COCCNC(=O)c1ccc2c(=O)n(CCOC)c(=O)[nH]c2c1,11,1,16,1.1,-7,-27,12,0.9,4
Cc1cccc(OCC(=O)N/N=C/c2cc([N+](=O)[O-])ccc2N2CCOCC2)c1,11,1,-5,0.2,1,-13,-8,-0.5,6
Cc1ccc(NCCCCO)cc1C,nt,2,19,2.9,-5,nt,-39,nt,-6
CC(=O)Nc1ccc(CCc2nc3ccccc3[nH]2)cc1,-4,1,-8,0.1,-1,6,15,1.2,4
C=CCNC(=S)/N=c1/ccccn1CC,-3,2,0,0.2,-7,-11,0,-1.1,-2

# Filtered by structure, those above containing two or more sulfur atoms.
SMILES,D2 PAM,D1 agonist,D1 antagonist,TRHR ag,TRHR PAM,D2 antag,RXFP1 antagonist,D2 ag,D1 PAM
N#Cc1cc2c(nc1SCC(=O)Nc1nccs1)CCCCC2,-9,-1,-16,0.1,-7,-2,10,-0.8,-4
Cc1cccc(CSCC(=O)NCc2ccc(S(N)(=O)=O)cc2)c1,4,2,-12,1.6,4,-1,-8,1.8,-1
O=C(CSc1nc2cc(S(=O)(=O)N3CCOCC3)ccc2o1)NC1CCCc2ccccc21 (stereo not drawn),6,6,18,-0.4,3,-5,-11,-2.3,-5

# Sorted by SMILES length (largest number first): part of the list above.
SMILES,D2 PAM,D1 agonist,D1 antagonist,TRHR ag,TRHR PAM,D2 antag,RXFP1 antagonist,D2 ag,D1 PAM
Cc1cccc(OCC(=O)N/N=C/c2cc([N+](=O)[O-])ccc2N2CCOCC2)c1,11,1,-5,0.2,1,-13,-8,-0.5,6
Cc1ccnc(SCCn2c(N3CCC(C)CC3)nc3c2c(=O)[nH]c(=O)n3C)n1,5,2,-20,-0.1,2,9,1,1.0,nt
O=C(CCSCc1cnn(-c2ccccc2)c1-n1cccc1)NCc1ccccc1Cl,-25,-1,-1,-0.4,11,nt,12,-1.7,-2
N#Cc1cc2c(nc1SCC(=O)Nc1nccs1)CCCCC2,-9,-1,-16,0.1,-7,-2,10,-0.8,-4
C=CCNC(=S)/N=c1/ccccn1CC,-3,2,0,0.2,-7,-11,0,-1.1,-2

# (cont.)
SMILES,D2 PAM,D1 agonist,D1 antagonist,TRHR ag,TRHR PAM,D2 antag,RXFP1 antagonist,D2 ag,D1 PAM
CS(=O)(=O)c1cccc(C(=O)NCc2ccccc2)c1,9,1,8,-0.7,-3,27,7,nt,8
CCOC(=O)C1=C(C)N=C2SCCC(=O)N2C1c1ccc(OCc2ccccc2)cc1 (stereo not drawn),-5,7,14,-1.1,0,nt,nt,-2.0,-3
O=C(CSCc1ccc([N+](=O)[O-])cc1)NN=C1CCCCCC1,35*,-2,7,-0.6,6,-3,-1,-0.9,-11
O=C(Nc1ccc(S(=O)(=O)Nc2ncccn2)cc1)C1CC(=O)N(c2ccc(Cl)cc2)C1 (stereo not drawn),19,1,-9,0.4,1,-4,1,0.4,-7
O=C(C(=O)N1CCCCCC1)c1c[nH]c2ccccc12,1,1,-6,1.0,7,-8,4,0.4,3
CC1CN(CCCOc2ccccc2[N+](=O)[O-])CC(C)O1 (stereo not drawn),-15,-1,-11,1.9,1,8,29,0.3,-1
CCS(=O)(=O)N1CCc2cc(C(=O)Nc3cccc(NC(C)=O)c3)ccc21,-25,1,1,-1.0,-7,nt,nt,nt,-3
COc1ccc(CN(C)Cc2nc(Cc3ccccc3Cl)no2)cc1OC,2,15,7,1.4,-2,0,-11,1.2,-2
O=C(CN1C=NS(=O)(=O)c2ccc(C(F)(F)F)cc21)Nc1cccc(C(F)(F)F)c1,-17,7,8,0.2,3,nt,nt,-0.5,-2
Oc1cccc2ccc[n+](CC(O)Cn3c4ccccc4c4ccccc43)c12 (stereo not drawn),nt,4,5,-0.2,-8,nt,8,nt,5
O=C(Nc1cccc(NC(=O)c2cccc([N+](=O)[O-])c2)n1)c1cccc([N+](=O)[O-])c1,1,4,-34*,0.1,-7,9,10,1.3,-9
Cn1cnnc1SCC(=O)NC1CCCN(Cc2ccc(Cl)cc2)C1 (stereo not drawn),-10,11,-1,0.7,-1,4,4,0.0,2
S=c1[nH]cc(-c2ccccc2)[nH]1,3,0,1,-1.3,0,1,-7,-0.3,0
COc1cc(C)c(C)cc1S(=O)(=O)N1CCN(Cc2ccccc2)CC1,-7,3,-4,-0.7,7,-10,10,0.2,-3
O=C1OC(Cc2ccncc2)C(O)=C1C1=NCCCN1 (stereo not drawn),6,1,2,0.0,0,-4,8,-0.1,7
COc1ccc(CCCC(=O)NCCc2ccccc2)cc1,-1,4,-1,-1.4,-2,3,-7,-1.2,5
CCN(CC)CCn1c(=S)[nH]c2ncccc2c1=O,-7,1,nt,0.1,0,-1,1,-0.3,-1
COc1ccc(N(Cc2ccccc2)S(=O)(=O)c2cccc(C(=O)Nc3ncccc3C)c2)cc1,24,8,1,0.2,4,12,5,0.6,4
OCC1(Cc2ccccc2)CCN(Cc2cnc(-c3cccc4ccccc34)nc2)CC1,1,5,-24,-2.0,16,-11,-3,0.5,-7
CC(=O)COC(=O)c1cc(-c2ccc(C)cc2)nc2ccccc12,5,4,-12,0.3,-13,9,3,-1.1,-5
Cc1ccc(SCC(=O)OCC(=O)N(C)CC(=O)Nc2ccccc2Cl)cc1,19,12,6,-0.6,9,-20,5,-1.2,-4
CC(C)c1ccc(NC2CCCN(C(=O)c3ccncc3)C2)cc1 (stereo not drawn),7,8,14,4.5,11,4,-3,4.5,-10
COc1ccc(-n2nc(C(=O)NCC(=O)NCCN(C)C)c3ccccc3c2=O)c(OC)c1,-9,2,-3,1.3,2,-4,5,1.2,1
COC(=O)c1cc2c(s1)-c1cc(F)ccc1OC2,-5,0,-11,-1.1,-3,-17,3,0.5,-2
COc1cccc(OC)c1C(=O)NC(=S)NNC(=O)[C@H]1C[C@@H]1c1ccccc1,-2,5,9,0.5,2,2,nt,3.9,4

# The list goes on:
SMILES,D2 PAM,D1 agonist,D1 antagonist,TRHR ag,TRHR PAM,D2 antag,RXFP1 antagonist,D2 ag,D1 PAM
CC(C)NC(=O)COC(=O)c1ccc(O)cc1,26,6,6,-0.6,9,-14,-16,-1.0,-7
C=CCN=c1scc(-c2ccc(F)cc2)n1/N=C/c1ccccn1,9,1,-8,-0.1,-13,4,-12,0.3,-2
CC(=O)Nc1nonc1-c1nnc(SCC(=O)Nc2ccc(C)c(Cl)c2)n1-c1ccccc1,0,-1,3,-0.1,-1,nt,6,1.1,0
COc1ccc(-c2noc(-c3ccc(N4CCCC4)c([N+](=O)[O-])c3)n2)cc1OC,-10,7,-38*,0.0,-4,nt,nt,-0.4,-2
Cc1ccc(-c2nc(C3CCN(S(=O)(=O)c4ccc(C(C)(C)C)cc4)CC3)no2)cc1,0,2,9,0.1,-6,15,nt,-0.8,2
N/C(=N\c1nc2c(c(=O)[nH]1)CCC2)Nc1cccc(Cl)c1,-4,2,14,-0.2,4,-1,-8,-0.4,-6
COc1cccc(/C=C/C(=O)c2ccc(NS(=O)(=O)c3ccc(C)cc3)cc2)c1,8,3,-60*,-0.1,5,10,-21,-1.0,-4
CC(C)(C)C(=O)Nc1ncc(C(F)(F)F)cc1Cl,-1,-1,-6,0.1,3,-1,-5,1.7,-5
Cc1ccc(CN2CCSc3ccc(C(=O)NCc4cccnc4)cc32)cc1,-5,1,-23,-1.4,-8,-13,-7,-0.7,-3
COC(C(=O)Nc1ccnn1C1CCN(Cc2ccc(CO)o2)CC1)c1ccccc1 (stereo not drawn),5,0,1,0.4,1,8,-14,0.4,-6
Cc1ccc(S(=O)(=O)n2cc(C=O)c3ccccc32)cc1,-10,7,1,-0.7,-3,6,-10,-2.0,1
O=C1CCCN1c1cc(Cl)ccc1Cl,7,7,-8,0.7,-4,14,7,0.1,-6
CCOC(=O)c1[nH]c(C)c(CCC(=O)N2CCN(c3cccc(C)c3C)CC2)c1C,-7,2,-7,-0.6,0,nt,-6,nt,-2
CS(=O)(=O)c1ccc(NC(=O)C2CCCN(C(=O)c3ccc(Cl)cc3)C2)cc1 (stereo not drawn),3,3,-4,0.9,5,-22,7,-0.1,-1
COC(=O)c1c(=O)n(O)c2ccc(OC)cc2[n+]1[O-],0,11,18,4.6,5,-6,-14,0.2,-4
Cc1cc(S(=O)(=O)N2CCOCC2)ccc1OCC(=O)N1CCC(C)CC1,-8,1,-6,-0.2,-3,-9,-4,-0.4,3
